Bioassay records deposited in PubChem BioAssay by several laboratories.
AID2073: disruptors of CaV2.2 binding to Mint1 – biochemical, HTRF (AID 2073); HTRF protein-protein interaction, Mint1-CaV2.2; higher % means a stronger effect; inhibition, % at 20 µM; hits with a dose series show IC50 in µM; actives 0.19% (n = 290,000); in the data active = inhibition mostly above about 51%, no sharp cut-off; inconclusive = no clear call, values can overlap the other calls; inactive = mostly below about 53%; note: some results filed as inactive read as strong as hits
Siah-1 displacement: Siah-1 peptide-binding antagonists, primary screen, biochemical, fluorescence polarization, rhodamine-plectin, uHTS (AID 1817); Siah-1 / rhodamine-plectin peptide fluorescence polarization; higher % means a stronger effect; displacement, % at 20 µM, or IC50 in µM where a hit was titrated; actives 0.02% (n = 290,000);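 active = displacement of at least 50% at 20 µM, with a fluorescence ratio check between 0.3 and a set limit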;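 note: plate controls were Siah plus tracer with DMSO for no effect and tracer alone without Siah for full effect; strong numbers were not always called active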
Dengue-2 NS5 capping: Dengue-2 NS5 methyltransferase inhibitors, primary screen, biochemical, confirmation dose response (AID 588689). actives 0.3% (n = 340,000). Dengue-2 NS5 methyltransferase capping enzyme assay, biochemical; higher % means a stronger effect. inhibition, % at 25 µM; hits with a dose series show IC50 in µM; in the data active = a potency from the dose series; inconclusive = inhibition above about 29% without an active follow-up result
XIAP displacement: XIAP antagonists, biochemical, IAP family, fluorescence polarization (AID 1018); XIAP BIR domain, fluorescence polarization peptide displacement; higher % means a stronger effect; one-dose displacement, % at 20 µM; IC50 in µM for titrated hits; actives 0.007% (n = 200,000); in the data active = displacement above about 50%; note: a part of the inactive calls stands beside numbers as strong as those of hits
HIV peptide binding: cell-free HIV fusion peptide-binding blockers – biochemical, uHTS, fluorescence dequenching, primary screen (AID 1986). cell-free peptide binding, fluorescence dequenching, 30 min; higher % means a stronger effect. inhibition, % at 20 µM, or IC50 in µM where a hit was titrated. actives 0.3% (n = 290,000); in the data active = inhibition mostly above about 52%, no sharp cut-off; inactive = mostly below about 76%; note: some results filed as inactive read as strong as hits
MgcRacGAP inhibition: MgcRacGAP GTPase-activating activity inhibitors, confirmation, biochemical, ADP Hunter fluorescence. MgcRacGAP-stimulated Rac1 GTP hydrolysis, ADP Hunter fluorescence; higher % means a stronger effect; GST-tagged Rac1 F28L mutant substrate. inhibition, % at 30 µM, or IC50 in µM where a hit was titrated. actives 0.6% (n = 340,000). AID 624330;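 active = first-screen hits whose inhibition reached a set limit at any dose in the follow-up dose series; inconclusive = inhibition above the set first-screen limit but never retested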;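 note: fluorescence reports GDP produced by GAP-driven GTP hydrolysis; strong numbers were not always called active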
LYP phosphatase: inhibitors of LYP phosphatase, biochemical, fluorescence intensity, uHTS (AID 1779); recombinant LYP phosphatase, fluorescence intensity; higher % means a stronger effect; inhibition, % at 11.5 µM, or IC50 in µM where a hit was titrated; actives 0.054% (n = 290,000); in the data active = inhibition above about 50%;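 note: plate controls were vehicle with enzyme for no effect and no enzyme for full effect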
SV40 large T antigen: TAg ATPase/helicase activity blockers – biochemical (AID 1903); SV40 large T antigen ATPase/helicase inhibition assay; higher % means a stronger effect; inhibition, % at 20 µM; hits with a dose series show IC50 in µM; actives 0.39% (n = 310,000); in the data active = a potency from the dose series; inconclusive = inhibition mostly from about 32% at the one dose, without a potency; inactive = the rest, 99 in 100 with inhibition below about 32%; note: strong numbers were not always called active
RSV antiviral HEp-2: RSV antiviral activity via CPE protection, HEp-2 cells, primary 10 µM value included (AID 2391) | HEp-2 cells, RSV-induced CPE inhibition; higher % means a stronger effect | one-dose CPE inhibition, % at 10 µM; IC50 in µM for titrated hits | actives 0.13% (n = 310,000); in the data active = a potency from the dose series; inconclusive = CPE inhibition mostly from about 23% at the one dose, without a potency; inactive = the rest, 99 in 100 with CPE inhibition below about 21%; note: strong numbers were not always called active
Dengue-2 NS5 capping pilot replicate: second read-out of Dengue-2 NS5 capping, no call of its own (marks repeat the call); inhibition, %; measured here: pilot screen replicate inhibition
The depositor's hits bear a star; u = inconclusive; x = no result given.

SMILES	AID2073	Siah-1 displacement	Dengue-2 NS5 capping	XIAP displacement	HIV peptide binding	MgcRacGAP inhibition	LYP phosphatase	SV40 large T antigen	RSV antiviral HEp-2	others
COc1cccc2c1c(NC(=O)Nc1ccc(F)cc1F)nn2C	26%	-1%	-1%	x	-3.1%	10%	-9%	12%	2.0%
CC(=O)Nc1ccc(S(=O)(=O)N2CCN(c3ncccn3)CC2)cc1	-1%	2%	x	x	0.9%	10%	-7%	3%	1.9%
CC1=C(c2ccccc2)CCC1=O	x	x	2%	x	x	3%	x	1%	13%
Cn1c(CNC(=O)CNC(=O)c2ccccc2)cc(=O)n(C)c1=O	4%	10%	-9%	x	1.0%	11%	-9%	12%	0.8%
O=C(NCc1ccc(Cl)c(Cl)c1)c1ccc2c(c1)OCO2	0%	3%	-1%	x	0.4%	2%	-2%	11%	8.1%
C=CCn1c(SCc2cc(=O)n3cc(C)ccc3n2)nnc1-c1cccc(C)c1	2%	-2%	2%	-6.6%	-0.4%	8%	-4%	-7%	2.8%
CC(=O)N1C(C)(C)CC(=NOS(=O)(=O)c2ccccc2)CC1(C)C	5%	-2%	6%	-6.6%	1.7%	-12%	-6%	20%	x
N#C/C(=C\c1cn(CCOc2ccccc2)c2ccccc12)C(=O)NCC1CCCO1 (stereo not drawn)	21%	2%	-3%	-6.9%	-1.8%	9%	1%	10%	11%
COc1cc(CNn2nnnc2N)ccc1OCC(=O)NC(C)(C)C	-3%	2%	-3%	-1.7%	0.1%	12%	-6%	13%	-1.1%	Dengue-2 NS5 capping pilot replicate=-1.2
O=C(CN1C(=O)CSc2ncccc21)NCCN1CCOCC1	9%	5%	2%	-5.4%	-0.7%	2%	1%	14%	2.5%
Cc1c(S(=O)(=O)NC2CCCCC2)c(=O)n(C)c(=O)n1C	x	x	-1%	x	x	5%	x	2%	-0.3%
CCOc1ccccc1CN1CCC(N2CCOCC2)CC1	4%	3%	1%	x	-0.1%	83µM*	-5%	28%	0.4%
CC(=O)Nc1ccc(NC(=O)C(C)OC(=O)/C=C/c2cnc3ccccc3n2)cc1 (stereo not drawn)	11%	6%	-12%	x	-0.9%	7%	-9%	15%	1.1%
COC(=O)c1cccc(NC(=O)NC(=O)c2ccccc2Cl)c1	20%	-2%	5%	x	1.5%	6%	1%	5%	0.4%
CCN(CC(=O)Nc1cc(S(=O)(=O)N2CCCCC2)ccc1Cl)Cc1ccccc1	x	x	-7%	x	x	6%	x	12%	10.0%
CCC(CC)C(=O)N1N=C(c2ccc(NS(C)(=O)=O)cc2)CC1c1ccccc1 (stereo not drawn)	-2%	0%	-10%	x	2.3%	9%	2%	17%	19%
N#CC1=C(N)Oc2cc(O)c(Cl)cc2C1c1ccccc1F (stereo not drawn)	-2%	5%	u	x	40%	7%	-6%	8%	-0.2%
CCn1cc(C(C)NC(=O)Nc2ccccc2C(=O)OC)c(C)n1 (stereo not drawn)	10%	3%	-13%	0.2%	0.7%	-7%	-1%	24%	2.5%
CCOc1cc(CNn2nnnc2N)cc(Cl)c1OCC(=O)NC(C)(C)C	-6%	3%	0%	-4.9%	-2.5%	-2%	2%	1%	1.6%
CC(=O)c1cccc(NC(=O)N2CCC(NC(=O)c3ccco3)CC2)c1	4%	5%	4%	x	0.4%	-2%	-8%	5%	1.4%

Compounds listed so far with an aryl methoxy group, in the order listed:
SMILES	AID2073	Siah-1 displacement	Dengue-2 NS5 capping	XIAP displacement	HIV peptide binding	MgcRacGAP inhibition	LYP phosphatase	SV40 large T antigen	RSV antiviral HEp-2	others
COc1cccc2c1c(NC(=O)Nc1ccc(F)cc1F)nn2C	26%	-1%	-1%	x	-3.1%	10%	-9%	12%	2.0%
COc1cc(CNn2nnnc2N)ccc1OCC(=O)NC(C)(C)C	-3%	2%	-3%	-1.7%	0.1%	12%	-6%	13%	-1.1%	Dengue-2 NS5 capping pilot replicate=-1.2

Next section.
SMILES	AID2073	Siah-1 displacement	Dengue-2 NS5 capping	XIAP displacement	HIV peptide binding	MgcRacGAP inhibition	LYP phosphatase	SV40 large T antigen	RSV antiviral HEp-2	others
CCOc1ccc(S(=O)(=O)Nc2ccc(S(=O)(=O)N3CCOCC3)cc2)cc1	13%	1%	3%	-11%	0.2%	11%	4%	5%	0.3%
COc1ccc(N2CCN(S(=O)(=O)CC34CCC(CC3=O)C4(C)C)CC2)cc1 (stereo not drawn)	1%	-3%	3%	x	-0.5%	15%	-5%	11%	1.3%
COc1cccc(CNC(=O)COc2ccc(C(=O)c3ccccc3)cc2)c1	10%	3%	2%	x	-1.6%	2%	-3%	8%	0.3%
CCN(CC)S(=O)(=O)c1ccc(C(=O)NC2=NCCS2)cc1	-4%	3%	11%	x	-0.1%	-2%	-14%	2%	1.1%
Cc1cc(N2CCN(C(=O)c3ccco3)CC2)nc(-c2ccccc2)n1	-9%	-4%	0%	-2.3%	-1.8%	6%	-6%	5%	3.1%
Cc1ccc(NC(=O)Cc2c(C(=O)O)n(C)c3ccccc23)cc1F	-19%	-1%	x	-16%	12%	x	-4%	-5%	0.0%
CC(C)(C)C(=O)C(Oc1cccc2nonc12)n1cncn1 (stereo not drawn)	5%	0%	-5%	0.5%	1.0%	11%	-11%	1%	-0.2%
C=C(C)Cn1c(C(C)NC(=O)CCC)nc2ccccc21 (stereo not drawn)	-3%	-8%	-7%	-6.0%	0.4%	1%	-6%	2%	1.1%
CCCCCc1c(C)nc(Nc2ccccc2)[nH]c1=O	4%	2%	-1%	-0.9%	-0.4%	13%	5%	-3%	2.6%
O=C(Nc1nnc(-c2ccccc2)o1)Nc1ccc(F)cc1F	9%	-1%	3%	-3.9%	-1.0%	13%	-12%	9%	1.3%
COc1cccc(CNC(=O)C(=O)NCC2CCCO2)c1 (stereo not drawn)	0%	2%	-2%	3.3%	-0.5%	-3%	-7%	10%	0.5%
CN(C)C(=O)c1c([N+](=O)[O-])ncn1C	-2%	-3%	0%	-2.1%	0.1%	-2%	-3%	20%	0.4%
COC(=O)c1ccc(COc2ccc(CNCc3ccc(Cl)cc3)cc2)cc1	7%	11%	-2%	x	6.4%	3%	-7%	4%	3.1%
COc1ccc2c(c1OC)C(=O)OC2Nc1nc(-c2cc3cc([N+](=O)[O-])ccc3oc2=O)cs1 (stereo not drawn)	12%	4%	3%	-6.8%	28%	8%	2%	10%	2.9%
CCn1c(C)[n+](CCOC(C)=O)c2cc(Cl)c(Cl)cc21	-6%	1%	-1%	-7.4%	-1.1%	4%	-5%	2%	-1.1%
CCOC(=O)C1(CCc2ccccc2)CCN(C2Cc3ccccc3C2)CC1	-10%	0%	-4%	-4.9%	-1.4%	3%	-6%	2%	-2.9%
COCCCNC(=O)c1ccc(CSCc2ccc(C)cc2)o1	0%	-3%	0%	x	-2.1%	9%	-6%	11%	2.7%
CC(C)[C@H]1COCCS(=O)(=O)N1Cc1cccc(Cl)c1	u	-6%	-10%	x	1.0%	9%	-14%	3%	0.7%
Cc1cc(C)c(S(=O)(=O)NCCn2ccc3ccccc32)c(C)c1	4%	1%	-2%	-5.5%	-1.0%	1%	1%	3%	1.3%
O=C(CCCCCNC(=O)c1ccccc1)N=Nc1c(O)[nH]c2c(Br)cc(Br)cc12	-4%	1%	x	-4.0%	-2.4%	x	8%	6%	7.0%
Cc1cc(Cl)c(OCCOCCN2CCN(C)CC2)c(Br)c1	29%	6%	-2%	x	0.0%	64µM*	-12%	9%	-1.6%	Dengue-2 NS5 capping pilot replicate=3.0
COC(=O)c1ccc(C2C(C(C)=O)=C(O)C(=O)N2CCO)cc1 (stereo not drawn)	3%	4%	-3%	0.2%	-1.9%	2%	-5%	-4%	2.2%
Cc1[nH]c2ccccc2c1CCNC(=O)CCC(=O)c1ccccc1	0%	-4%	-2%	-4.8%	-0.9%	-6%	-4%	24%	-0.5%
CCN(CC)C(=O)c1ccc(-c2nnc(OC)c3ccccc23)cc1	19%	12%	-10%	x	0.7%	-1%	-4%	9%	2.4%
COC(=O)c1cn(C(=O)c2ccc(C)cc2)c2ccccc12	-7%	-4%	-4%	2.9%	-0.9%	16%	-4%	x	0.1%
Cc1nnc(NC(=O)CSc2nnc(C)n2-c2ccc(F)cc2)s1	4%	2%	-1%	-9.0%	0.4%	6%	-3%	9%	1.2%
Cc1ccccc1NC(=O)CSCc1cc(=O)n2ccsc2n1	6%	-3%	-1%	x	-1.1%	17%	-11%	7%	1.0%
O=C(CSc1nnc(-c2ccncc2)o1)Oc1ccccc1	2%	-2%	-10%	-2.2%	3.0%	10%	0%	21%	0.6%
Cc1cc(OC(C)C(=O)N/N=C/CC(C)c2ccccc2)ccc1Cl (stereo not drawn)	2%	-2%	4%	-7.0%	-0.4%	10%	-3%	18%	0.7%
COc1ccc(NC(=O)CCCc2nnc3n(C)c(=O)c4sccc4n23)cc1	14%	0%	0%	x	0.1%	9%	-4%	11%	-0.6%
C=CCNc1nnc(SCC(=O)N2CCCCC2)c2ccccc12	-19%	3%	u	-0.3%	0.3%	5%	1%	11%	2.5%
Cc1ccccc1CSCC(=O)Nc1ccccc1F	8%	-6%	1%	x	0.3%	9%	-7%	-1%	0.2%
CCOc1ccc(C(CC(=O)O)NC(=O)Cc2ccccc2)cc1OC (stereo not drawn)	5%	2%	-4%	x	0.5%	3%	-10%	4%	1.0%
O=C(CCN1C(=O)c2ccccc2C1=O)Nc1cc(F)ccc1F	-2%	2%	-8%	-5.4%	-0.4%	4%	-8%	1%	2.2%
Cc1cc(NC(=O)CSc2nnc3c(C)cc4cc5c(cc4n23)OCO5)no1	3%	9%	x	-6.2%	-1.0%	x	-5%	x	x
COC(=O)CSc1ccccc1C(=O)OC	4%	-3%	0%	-6.6%	-2.5%	8%	-10%	20%	0.5%
CCCCSc1nnc(-c2ccccc2NC(C)=O)c(=O)[nH]1	5%	37%	-8%	-3.4%	1.2%	-2%	0%	-2%	0.8%
CCCCOc1ccccc1NC(=O)c1ccc(=O)[nH]c1	-2%	4%	7%	-0.8%	-2.2%	9%	4%	-1%	1.1%
COC(=O)CSc1nc2ncc(Cl)cc2[nH]1	-1%	1%	1%	-6.4%	6.0%	6%	5%	-3%	1.8%
c1ccc2cc(OCCN3CCCC3)ccc2c1	4%	-1%	0%	-2.9%	2.7%	13%	-14%	9%	-1.3%
CC(=O)Nc1ccc(NC(=O)COc2ccc(S(=O)(=O)N3CCCC3)cc2)cc1	4%	-1%	-8%	x	0.2%	1%	-1%	6%	1.2%
O=C(Nc1ccccc1Oc1cccnc1)C1CCCN(Cc2ccc(F)cc2)C1 (stereo not drawn)	5%	-8%	-2%	x	-1.0%	5%	-7%	15%	-0.3%
O=C(c1ccco1)N1CCN(C(=O)c2nn3cccnc3c2Cl)CC1	-7%	12%	-3%	-2.3%	-1.4%	-7%	-4%	13%	0.8%
